Screening results deposited in PubChem by National Center for Advancing Translational Sciences (NCATS).
SNCA expr inhib: reduces expression of the alpha-synuclein gene | HEK-293 SNCA-luciferase knock-in, luminescence, 24 h | Potency, µM (highest dose often 57.2 µM), for inactives: at the highest dose activity change, negative = inhibition, hits mostly inhibitors | 140,000 compounds, 0.17% hits | AID 1671194;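 note: potency is the fitted concentration of half-maximal effect; plate controls were DMSO cells for no effect and cell-free wells for full effect; nearly all actives have a fitted effect of over 45% in size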
IP6K1 inh: IP6K1 kinase inhibition | Q92551 | IP6K1 kinase, ADP-Glo luminescence, 2 h; hits give low values | activity change, % (series mostly up to about 58 µM) | 140,000 compounds, 0.81% hits | AID 1645851; in the data active = activity change below about -25%
Target sequence (Q92551 whole entry, looked up): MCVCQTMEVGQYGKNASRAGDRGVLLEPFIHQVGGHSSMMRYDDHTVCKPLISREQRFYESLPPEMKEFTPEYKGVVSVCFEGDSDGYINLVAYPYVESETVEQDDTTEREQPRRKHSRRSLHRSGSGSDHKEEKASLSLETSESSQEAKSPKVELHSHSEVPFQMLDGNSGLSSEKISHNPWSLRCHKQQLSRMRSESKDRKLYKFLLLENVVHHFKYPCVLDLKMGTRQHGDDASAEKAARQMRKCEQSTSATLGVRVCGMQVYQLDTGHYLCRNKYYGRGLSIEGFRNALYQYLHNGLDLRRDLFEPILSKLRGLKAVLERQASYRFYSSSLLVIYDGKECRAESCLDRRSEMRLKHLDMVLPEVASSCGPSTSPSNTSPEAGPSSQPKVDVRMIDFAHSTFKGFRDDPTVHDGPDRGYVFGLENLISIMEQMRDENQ
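ADP-Glo luminescence measures ADP made by human IP6K1 during a 2 h RT reaction with ATP/IP6 (mix at 1.3 mM/130 uM); top library doses 57.5 and 19.1 uM final.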
HEK293 viab: reduces viability of HEK-293 SNCA reporter cells | HEK-293-SNCA-luc viability, GF-AFC fluorescence, 24 h | Potency, µM (doses to about 57.1 µM), for inactives: at the highest dose activity change, negative = cytotoxicity, hits mostly cytotoxic | 150,000 compounds, 0.12% hits | AID 1671193;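 note: potency is the fitted concentration of half-maximal effect; 0% = DMSO-treated cells and -100% = medium-only wells without cells; nearly all actives have a fitted effect of over 30% in size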
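HEK-293-SNCA-luc cells (1500/well) plated 24 h, then exposed 24 h to a dilution series; GF-AFC added 30 min at 37C, fluorescence 405/540 nm; normalised to medium-only and DMSO wells, Hill fit.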
3T3 cytotox: NIH 3T3 cell cytotoxicity; Potency, µM (titrated, usually from 96.7 µM), for the others: at the highest dose activity change, negative = cytotoxicity, actives largely listed as inhibitors; NIH 3T3 viability, CellTiter-Glo ATP luminescence, 48-72 h; 94,000 compounds, 4.3% hits; note: potency is the fitted concentration of half-maximal effect; nearly all actives have a fitted effect of over 55% in size
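NIH 3T3 cells at 400 cells/well received 23 nL of compound by pintool and were incubated 48 or 72 h at 37 °C. Viability was read as ATP-coupled CellTiter-Glo luminescence.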
HEK293 tox: kills HEK 293 cells; Potency, µM (doses to about 115 µM), without a hit: at the top dose activity change, negative = cytotoxicity, hits mostly inhibitors; AID 1345083; 94,000 compounds, 6.6% hits; HEK 293 viability, ATP luminescence (CellTiter-Glo), 48-72 h; note: potency is the fitted concentration of half-maximal effect; nearly all actives have a fitted effect of over 60% in size
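250 HEK 293 cells/well; compound by pintool; incubated 48 or 72 hr at 37 degree Celsius; CellTiter-Glo added, 10 min RT, luminescence imaged.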
FLuc inh: inhibitors of firefly (Photinus pyralis) luciferase; 76,000 compounds, 2.5% hits; P08659; Potency, µM (highest dose often 115 µM), without a hit: top-dose activity change, negative = inhibition, usual class: inhibitors; purified P. pyralis luciferase, luminescence, biochemical; AID 1347043; note: potency is the fitted concentration of half-maximal effect; nearly all actives have a fitted effect of over 65% in size
Target sequence (P08659 whole entry, looked up): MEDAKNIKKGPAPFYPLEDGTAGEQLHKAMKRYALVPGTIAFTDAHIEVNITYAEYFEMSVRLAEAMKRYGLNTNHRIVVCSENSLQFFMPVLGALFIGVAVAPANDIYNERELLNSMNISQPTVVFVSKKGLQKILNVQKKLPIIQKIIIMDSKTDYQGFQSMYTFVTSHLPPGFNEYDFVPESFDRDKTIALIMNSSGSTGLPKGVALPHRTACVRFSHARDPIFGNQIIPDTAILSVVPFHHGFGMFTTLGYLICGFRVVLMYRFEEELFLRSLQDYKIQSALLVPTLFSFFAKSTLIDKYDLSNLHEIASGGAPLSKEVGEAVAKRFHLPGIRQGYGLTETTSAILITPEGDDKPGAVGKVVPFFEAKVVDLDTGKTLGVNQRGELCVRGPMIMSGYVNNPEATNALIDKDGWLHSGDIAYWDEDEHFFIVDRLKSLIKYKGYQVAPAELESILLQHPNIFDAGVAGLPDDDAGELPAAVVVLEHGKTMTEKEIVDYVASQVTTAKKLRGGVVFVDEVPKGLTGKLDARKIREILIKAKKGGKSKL
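Cell-free enzyme assay, 10nM P. pyralis luciferase, luciferin and ATP each at 10uM. Inhibition profiled over a 6-point titration, read as luminescence.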
GPT2 inh: GPT2 alanine aminotransferase inhibition; Q8TD30; Recombinant GPT2, coupled pyruvate oxidase/HRP Amplex Red fluorescence; Potency, µM (titrated, usually from 57.7 µM), inactives show at the top dose activity change, negative = inhibition, usual class: inhibitors; 100,000 compounds, 0.25% hits; AID 1671188; note: potency is the fitted concentration of half-maximal effect; nearly all actives have a fitted effect of over 60% in size; many of its hits are not listed in these tables
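Fluorescence read-out: pyruvate from GPT2 turnover coupled to pyruvate oxidase, HRP and Amplex Red (0.2mM ThPP, 0.2U/mL PO and HRP, 50uM Amplex final). Substrates 250uM a-KG, 2mM L-alanine; enzyme 10ng/uL; 30 min RT.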
Active calls of the source: *; i = inactive; ? = inconclusive; . = not tested or not shown; [ ] = remark or other dose. Unless noted, calls come from the whole dose curve; as a rule, active = well fitted curve in the direction sought with a large enough effect; inconclusive = small, poorly fitted or top-dose-only effect, or another doubt; inactive = no such curve, though single readings can be large; an effect the other way counts as inactive or inconclusive. Unless noted, % is set by controls: 0 for no effect and ±100 for the full control effect.

| no. | SMILES | SNCA expr inhib | IP6K1 inh | HEK293 viab | 3T3 cytotox | HEK293 tox | FLuc inh | GPT2 inh |
| --- | --- | --- | --- | --- | --- | --- | --- | --- |
| 1 | COc1ccccc1-c1nnc2ccc(C(=O)NCc3cccc(C(F)(F)F)c3)cn12 | ? | 4 | -3% | ? | ? | . | i |
| 2 | Cc1nc2sc(C)c(C)n2c(=O)c1S(=O)(=O)N1CCN(c2ccccc2F)CC1 | 1% | -1 | 4% | . | . | . | . |
| 3 | COC(=O)[C@@H]1Cc2ncn(Cc3ccc(Cl)cc3)c2CN1S(=O)(=O)c1cccs1 | 35% | -1 | ? | ? | -15% | -6% | -39% |
| 4 | Cc1ccc(-n2nnc(C(=O)Nc3cc(F)ccc3F)c2C)cc1F | 216%[activator] | 21 | -5% | . | . | . | . |
| 5 | COc1cccc(-c2cc(C3CCN(C(=O)Nc4cc(Cl)ccc4C)CC3)[nH]n2)c1 | 48%[activator] | -10 | -10% | ? | 45µM* | ? | -2% |
| 6 | CSc1ccc(-c2cccc(C(=O)NCCNC(=O)c3ccc(Cl)nc3)c2)cc1 | -2% | 9 | -7%[12.5 µM] | -10% | -12% | . | -9% |
| 7 | CC(C)c1nc2ccc(C(=O)Nc3ccccc3F)cc2o1 | 33%[activator] | -1 | 9% | . | . | . | . |
| 8 | COc1cccc(C(=O)N2C[C@@H](CO)[C@H](c3nc(C4CC4)no3)C2)c1C | 3% | -12 | -4% | 3% | i | 3% | i |

Continued; the last four above are carried over.
| no. | SMILES | SNCA expr inhib | IP6K1 inh | HEK293 viab | 3T3 cytotox | HEK293 tox | FLuc inh | GPT2 inh |
| --- | --- | --- | --- | --- | --- | --- | --- | --- |
| 5 | COc1cccc(-c2cc(C3CCN(C(=O)Nc4cc(Cl)ccc4C)CC3)[nH]n2)c1 | 48%[activator] | -10 | -10% | ? | 45µM* | ? | -2% |
| 6 | CSc1ccc(-c2cccc(C(=O)NCCNC(=O)c3ccc(Cl)nc3)c2)cc1 | -2% | 9 | -7%[12.5 µM] | -10% | -12% | . | -9% |
| 7 | CC(C)c1nc2ccc(C(=O)Nc3ccccc3F)cc2o1 | 33%[activator] | -1 | 9% | . | . | . | . |
| 8 | COc1cccc(C(=O)N2C[C@@H](CO)[C@H](c3nc(C4CC4)no3)C2)c1C | 3% | -12 | -4% | 3% | i | 3% | i |
| 9 | O=C(Cn1cnc2onc(-c3ccc(F)cc3)c2c1=O)N1CCN(c2ccc(F)cc2)CC1 | -13% | 11 | 0% | . | . | . | . |
| 10 | CNC(=O)N1CCC(C2CCN(C(=O)c3ccco3)C2)CC1 (centres undefined) | -10% | 17 | 3%[12.5 µM] | -7% | i | 4% | i |
| 11 | NCCCNCCCCNCCCN | 6% | . | 3% | . | . | . | ? |
| 12 | COc1ccc(OC)c(NC(=O)N2CC3CCCN3c3ccccc32)c1 (centres undefined) | -12% | 13 | 9% | . | . | . | . |
| 13 | COCCNC(=O)[C@@H]1CCC[C@@H](NC(=O)c2ccno2)CN(C)C(=O)C1 | 10%[87.6 µM] | 6 | 6%[87.6 µM] | 0%[138 µM] | i | -8%[172 µM] | 3%[88.5 µM] |
| 14 | CCOc1ccc(NC(=O)Cn2c(N3CCc4ccccc4C3)nc(C)cc2=O)cc1 | -23% | 19 | -13% | 32µM* | 40µM* | 8% | i |
| 15 | c1coc(CN2CC[C@H](c3nnc(-c4ccncc4)o3)C2)c1 | -7%[87.6 µM] | 9 | 3%[87.6 µM] | -10%[174 µM] | -20%[172 µM] | 6%[172 µM] | 0%[88.5 µM] |
| 16 | COc1ccc(S(=O)(=O)N2CCC(Oc3ccc(-n4cnnn4)cc3)CC2)cc1 | 7% | 8 | 6% | . | . | . | . |
| 17 | CC1(CCCCc2ccccc2)COc2ccc(C(=O)NCCN3CCOCC3)cc2N1 (centres undefined) | ? | -8 | 4%[87.6 µM] | 79µM* | 89µM* | -3%[172 µM] | -7%[88.5 µM] |
| 18 | Cc1cc(=O)n(CC(=O)N2CCCC(C)(c3ccccc3)C2)nc1C (centres undefined) | -11% | -6 | 15% | 3% | -4% | -4% | 3% |
| 19 | O=C(NCC(=O)N1CCOCC1)c1cccc(-c2ccsc2)c1 | -5%[87.6 µM] | 2 | 5%[12.5 µM] | -26%[138 µM] | ? | . | i |
| 20 | CCCN(C(=O)c1cc2c(s1)-c1ccccc1OC2)c1ccccc1F | -12% | -20 | 13% | . | . | . | . |
| 21 | COc1ccc(C2Cn3nnc(-c4noc(-c5ccc(C)s5)n4)c3CO2)cc1 (centres undefined) | 10% | -5 | 9% | -18% | -16% | -19% | i |
| 22 | O=C(CCn1c(=O)c2ccccc2n(Cc2ccc(F)cc2Cl)c1=O)NCc1ccc2c(c1)OCO2 | -12% | -10 | 4% | . | . | . | . |
| 23 | COc1ccccc1C(=O)N1CCC2(CC1)N(Cc1cccc(F)c1)C(=O)CS2=O (centres undefined) | -17% | -9 | 1% | -13% | i | . | i |
| 24 | CC(C)c1ccc(-c2noc(SCC(=O)N(C)c3ccc(F)cc3)n2)cc1 | -9% | -2 | 6% | . | . | . | . |
| 25 | CC(C)CNC(=O)c1cc(C(C)(C)C)nc2c1cnn2C | -3%[87.6 µM] | -3 | -4%[87.6 µM] | ? | ? | . | i |
| 26 | CNC(=O)[C@@H]1CN(C(=O)C2(c3ccc(OC)cc3)CC2)C[C@H]1COC | -4% | 10 | 8% | -12% | -4% | -1% | 2% |
| 27 | O=C(C1CCC1)N1CCC(O)(c2csc(CN3CCc4ccccc4C3)n2)CC1 | -14%[87.6 µM] | 21 | -14%[87.6 µM] | ? | ? | 7%[172 µM] | 0%[88.5 µM] |
| 28 | Cc1cc(NC(=O)CCCn2c(C)c3cnn(-c4ccccc4)c(=O)c3c2C)ccc1Br | -6% | 12 | -15% | . | . | . | . |
| 29 | Cc1ccc(NC(=O)CN2C(=O)CCc3cc(S(=O)(=O)N4CCCCC4)ccc32)cc1N(C)C | ? | -6 | -15% | . | . | . | . |
| 30 | O=C(NCc1ccccc1Cl)C1CCC(CNS(=O)(=O)c2ccc(Br)s2)CC1 (centres undefined) | 6% | 40 | -4% | . | . | . | . |
| 31 | Cc1ccc(OCc2cc(=O)n3c4c(sc3n2)CCCC4)c(C)c1 | -28% | 5 | 7% | . | . | . | . |
| 32 | COCC1CN(C(C)=O)CC12CCN(Cc1ccc3[nH]ccc3c1)CC2 (centres undefined) | -24% | 18 | -3% | -9% | -6% | 6% | i |
| 33 | O=C(NCc1ccc2c(c1)CCN2C(=O)c1ccc(Cl)cc1)c1cccc(F)c1 | ? | -2 | 1% | . | . | . | . |
| 34 | COc1ccc(/C=C/C(=O)Nc2ccc3nc4c(c(Nc5ccccc5OC)c3c2)CCCC4)cc1 | -23% | 8 | -28% | . | . | . | . |
| 35 | CCc1noc(-c2ccn3c(CNC(=O)Cc4ccccc4Cl)nnc3c2)n1 | 2% | 25 | 2% | -4% | -14% | -1% | i |
| 36 | COc1cccc(-c2cc(C3CCN(S(=O)(=O)c4ccc(C(C)=O)cc4)CC3)[nH]n2)c1 | -21% | 1 | -14% | ? | ? | -11% | i |
| 37 | Cc1ccccc1Cc1c(C)nc2nc(SCC(=O)N(C)c3ccccc3)nn2c1C | -4% | -10 | 5% | . | . | . | . |
| 38 | COc1ccc(Cl)cc1NC(=O)C1CCCN(S(=O)(=O)c2ccc3c(c2)CCCC(=O)N3)C1 (centres undefined) | ? | -16 | ? | . | . | . | . |
| 39 | COc1ccc(NC(=O)CN2C(=O)C(c3ccccc3)=NC23CCC(C)CC3)cc1Cl (centres undefined) | ? | 2 | -19% | . | . | . | . |
| 40 | CN(C)c1nc(-c2ccccc2)nc2c1CCN(C(=O)[C@@H](O)c1ccccc1)C2 | -9% | 7 | -3% | -18% | ? | -9% | -11% |
| 41 | N#Cc1cccc(CN2C[C@@H](CO)[C@H](C(=O)NC3CC3)C2)c1 | 23% | 10 | -8% | i | -1% | -2% | i |
| 42 | COCCN1CCCN(C(=O)c2ccccc2Cl)c2ccccc21 | -12% | 7 | -13% | -14% | ? | -7% | -9% |
| 43 | O=C(c1cccc(OC2CN(Cc3cccnc3)C2)c1)N1CCCC1 | -6% | 11 | -7% | 5% | -12% | 5% | 1% |
| 44 | O=C(Cc1ccccc1F)N1CC2CC(C1)[C@H]1CCCC(=O)N1C2 (some centres undefined) | -12% | 4 | -1% | i | 5% | -3% | 0% |
| 45 | CO[C@H]1C(=O)N(C2CCN(C(=O)c3cnccn3)CC2)[C@H]1c1ccncc1 | -5% | 2 | 5% | i | 5% | 7% | i |
| 46 | Cc1cc(N2CCCN(c3ccncc3)CC2)n2nc(C)c(C)c2n1 | -16% | 14 | -14% | -3% | -24% | -6% | i |
| 47 | Cc1cccc(NC(=O)C(NS(=O)(=O)c2cccc3nsnc23)c2ccccc2)c1C (centres undefined) | -12% | 23 | -5% | . | . | . | . |
| 48 | O=C(NCCc1csc2nc(-c3ccccc3F)nn12)c1ccco1 | 1% | -4 | 5% | . | . | . | . |
| 49 | CC(C)CNC(=O)c1ccc2nnc(-c3cccc(C(F)(F)F)c3)n2c1 | -12% | 9 | -5%[12.5 µM] | ? | ? | . | i |
| 50 | Cc1cc(C)cc(C(=O)N2CC(C(=O)NC3CCCCC3)C3(CCOCC3)C2)c1 (centres undefined) | 6% | 15 | 0% | -11% | -19% | 3% | i |
| 51 | CN1C[C@H](NCC2CC2)CCC[C@@H](C(=O)N(C)Cc2cccnc2)CC1=O | -30%[87.6 µM] | -2 | 3%[87.6 µM] | i | i | -1%[172 µM] | -1%[88.5 µM] |
| 52 | CCC(=O)N1CCN(c2nc3c(s2)CC(C(=O)Nc2ccc(CC)cc2)CC3)CC1 (centres undefined) | 58%[activator] | 39 | 0% | -23% | ? | -25% | i |
| 53 | CN(Cc1cccc2[nH]ccc12)C1CCc2nn(CC3CC3)c(=O)n2CC1 (centres undefined) | -17% | -9 | -9% | -10% | -19% | 5% | i |

Part of the list above, screen by screen.
(49) CC(C)CNC(=O)c1ccc2nnc(-c3cccc(C(F)(F)F)c3)n2c1
(50) Cc1cc(C)cc(C(=O)N2CC(C(=O)NC3CCCCC3)C3(CCOCC3)C2)c1 (centres undefined)
(51) CN1C[C@H](NCC2CC2)CCC[C@@H](C(=O)N(C)Cc2cccnc2)CC1=O
(52) CCC(=O)N1CCN(c2nc3c(s2)CC(C(=O)Nc2ccc(CC)cc2)CC3)CC1 (centres undefined)
entry no.	49	50	51	52
SNCA expr inhib	-12%	6%	-30%[87.6 µM]	58%[activator]
IP6K1 inh	9	15	-2	39
HEK293 viab	-5%[12.5 µM]	0%	3%[87.6 µM]	0%
3T3 cytotox	?	-11%	i	-23%
HEK293 tox	?	-19%	i	?
FLuc inh	.	3%	-1%[172 µM]	-25%
GPT2 inh	i	i	-1%[88.5 µM]	i

A portion of the library. The share of hits here may be higher or lower than overall.
